# Screens as filed in PubChem.
# HT1080NT lethal – qHTS for induction of synthetic lethality in tumor cells producing 2HG: qHTS for the HT-1080-NT fibrosarcoma cell line; HT-1080-NT fibrosarcoma viability, CellTiter-Glo ATP luminescence, 48 h; 360,000 tested, 1.6% active; Potency, µM (titrated, usually from 46.1 µM), for inactives: top-dose activity, negative = less viability, actives largely listed as cytotoxic; AID 686970, 2013;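 also: NT is the 2HG producing partner of a matched IDH1 knockdown line; potency is read from the fitted curve at half-maximal effect; 0% = DMSO-treated cells and -100% = media-only wells without cells; nearly all actives have a fitted effect of over 55% in size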
#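 Luminescent CellTiter-Glo readout after 48 hours of compound exposure at 37 degrees C defined viability of HT-1080-NT cells. Activity was normalized to DMSO wells and cell-free media wells; concentration-response curves were fitted and assigned curve classes.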
# SW480 rereplic – A quantitative high throughput screen for small molecules that induce DNA re-replication in SW480 colon adenocarcinoma cells; SW480 DNA re-replication, Hoechst DNA content imaging, 48 h; Potency, µM (series often up to 46.1 µM), inactives show at the top dose re-replication activation, most hits filed as activators; 340,000 tested, 1.8% active; also: potency is read from the fitted curve at half-maximal effect; % of control where 0% means no effect; nearly all actives have a fitted effect of over 55% in size
#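 Hoechst fluorescence of nuclei (405 nm excitation, 500-530 nm emission) measured by plate-scanning imager after 48 hr compound exposure at 37 C; re-replication scored as increased number of nuclei with elevated intensity.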
# MCF10A rerep – A quantitative high throughput screen for small molecules that induce DNA re-replication in MCF 10a normal breast cells; Potency, µM (doses to about 46.1 µM), for inactives: top-dose activity, positive = re-replication, actives largely listed as activators; 350,000 tested, 2.9% active; MCF 10A DNA re-replication, Hoechst nuclear intensity, 48 h; also: potency is read from the fitted curve at half-maximal effect; % of control where 0% means no effect; nearly all actives have a fitted effect of over 50% in size
# ATXN2 expr inh – Primary qHTS for Inhibitors of ATXN expression | HEK-293 ATXN2-luciferase reporter, luminescence, 24 h | Potency, µM (top dose mostly 57 µM), inactives show at the top dose activity change, negative = inhibition, most hits filed as inhibitors | 360,000 tested, 0.72% active; also: potency is read from the fitted curve at half-maximal effect; % is scaled to controls: 0 for no effect and ±100 for the full control effect; nearly all actives have a fitted effect of over 55% in size
#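 ATXN2-luciferase reporter cells (luciferase flanked by upstream and downstream ATXN2 gene portions) were treated 24 h at 37 °C with compounds at up to 57 uM. SteadyGlo luminescence gave expression; GF-AFC fluorescence gave viability.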
# KB-3-1 cytotox – qHTS assay for MDR1-selective chemotherapeutics: Primary screen using the parental adenocarcinoma cell KB-3-1; 400,000 tested, 1.4% active; KB-3-1 viability, CellTiter-Glo ATP luminescence, 72 h; Potency, µM (titrated, usually from 46.1 µM), inactives show top-dose activity change, negative = cytotoxic, usual class: cytotoxic; AID 1347075, 2019; also: potency is read from the fitted curve at half-maximal effect; % is scaled to controls: 0 for no effect and ±100 for the full control effect; nearly all actives have a fitted effect of over 60% in size
#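 Viability of parental KB-3-1 cells, measured by CellTiter-Glo luminescence, followed a 72 h incubation at 37 °C with pinned compounds in phenol-red-free DMEM containing 10% FBS.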
# IL1B secr inh – qHTS for Inhibitors of Inflammasome Signaling: IL-1-beta AlphaLISA Primary Screen; THP-1 LPS/ATP IL-1B secretion, AlphaLISA, 16 h; hits give low values; activity change, % at 57.5 µM; 360,000 tested, 4.7% active; in the data active = activity change below about -50%; inconclusive = mostly about -30% to -49%; also: % is scaled to controls: 0 for no effect and ±100 for the full control effect
#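 THP-1 cells pretreated 1 hr with compounds (up to 57.5 uM final), then stimulated with LPS (250 ng/mL final) plus ATP (1.25 mM final); secreted IL-1B measured by AlphaLISA after 16 hr, decreased signal indicating inhibition.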
# HT1080 IDH1KD tx – qHTS for induction of synthetic lethality in tumor cells producing 2HG: qHTS for the HT-1080-IDH1KD cell line. HT-1080 IDH1 knockdown viability, ATP luminescence, 48 h. Potency, µM (highest dose often 46.1 µM), for inactives: top-dose activity, negative = toxicity, actives largely listed as cytotoxic. 360,000 tested, 2% active. AID 686971, 2013;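 also: potency is read from the fitted curve at half-maximal effect; 0% = DMSO wells and -100% = cell-free medium wells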
#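 Using the IDH1-knockdown HT-1080 line run in the same batch and compound series as the NT line, viability after 48 h at 37 °C was determined by CellTiter-Glo luminescence and expressed as % activity.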
# HepG2 tox – qHTS for Inhibitors of TGF-b: Cytotox Counterscreen. HepG2 CAGA-GFP viability, ATP luminescence, 18 h. Potency, µM (doses to about 46.1 µM), for inactives: at the top dose activity change, negative = cytotoxicity, most hits filed as cytotoxic. 410,000 tested, 0.76% active; also: potency is read from the fitted curve at half-maximal effect; some results filed as inactive show a strong effect at the top dose
#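 HepG2 CAGA-GFP cells (1000/well, DMEM with 1% FBS) received compound, then TGF-beta at 500 pg/mL final, and were incubated 18 hours at 37 degrees C. Viability was read by CellTiter-Glo luminescence. Media-only wells were set as complete cell-killing and DMSO as no toxicity.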
# ATXN viability – Viability Counterscreen for Primary qHTS for Inhibitors of ATXN expression; S2 cells (HEK-293 line with an ATXN2-luciferase reporter) viability, CellTiter-Fluor protease fluorescence, 24 h; Potency, µM (doses to about 56.7 µM), most hits filed as cytotoxic; 400,000 tested, 0.49% active; AID 651635, 2014; also: potency is read from the fitted curve at half-maximal effect; nearly all actives have a fitted effect of over 40% in size
# Numbers without * were called inactive; i = inactive; u = inconclusive; x = no result given; & = joins results of further samples; [ ] = remark or other dose. Unless noted, calls follow the shape of the dose curve; as a rule, active = well fitted curve in the direction sought with a large enough effect; inconclusive = small, poorly fitted or top-dose-only effect, or another doubt; inactive = no such curve, though single readings can be large; an effect the other way counts as inactive or inconclusive.
no.	canonical_smiles	HT1080NT lethal	SW480 rereplic	MCF10A rerep	ATXN2 expr inh	KB-3-1 cytotox	IL1B secr inh	HT1080 IDH1KD tx	HepG2 tox	ATXN viability
1	CC(=O)Nc1ccc(NC(=O)c2ccccc2Br)cc1	0.8%	x	x	17.9%	0.0%	-10.5	1.1%	9.0%	i
2	Nc1nnc(SCC(=O)Nc2cccc(F)c2)s1	x	x	x	3.3%	2.7%	x	x	1.9%	i
3	O=C(c1ccc2ccccc2c1)N1CCN(Cc2ccccc2)CC1	4.1%	2.2%	-0.5%	9.4%	-8.5%	-29.9	-2.4%	-28.6%	i
4	Cc1cc(C)n(C(=O)COc2ccc([N+](=O)[O-])cc2)n1	17.1%	2.1%	2.9%	-4.8%	4.8%	-9.9	19.8%	-0.5%	i
5	CCSc1nnc(NC(=O)c2csc3c2CCC(C)C3)s1 (configuration not stated)	8.1%	12.4%	-6.1%	-1.9%	25.3%	32.0	3.6%	1.9%	i
6	Oc1ccc(/C=N/Nc2nc(N3CCCCCC3)nc(N3CCCCCC3)n2)c(O)c1	u	u	u	u	-23.2%	-98.6*	u	i	u
7	COc1ccc(C(=O)C2CCCN(C(=O)c3cccc(N4CCCC4=O)c3)C2)cc1OC (configuration not stated)	-6.8%	6.0%	0.1%	7.3%	10.7%	-14.4	1.5%	12.8%	i
8	Cc1cc(C=O)c(C)n1-c1ccc(Cl)c(C(=O)O)c1	10.4%	7.2%	-1.2%	0.6%	9.0%	0.8	14.5%	-13.6%	u
9	COc1cccc(C(=O)N(C)Cc2c(C)nn(C3CCS(=O)(=O)C3)c2C)c1 (configuration not stated)	1.2%	-21.0%	14.5%	8.0%	11.4%	16.9	-3.5%	3.1%	i
10	CN(C(=O)c1cccc(NC(=O)Cc2ccc(NC(=O)C3CCCN(C(=O)C4CC4)C3)cc2)c1)C1CCC1 (configuration not stated)	10.5%	1.1%[9.22 µM]	-0.5%	8.7%	13.9%	12.3	8.7%	-0.2%	i
11	C/C(=N\NC(=O)c1cccc(S(=O)(=O)N2CCOCC2)c1)c1ccc(O)cc1	4.4%	3.0%	-2.0%	x	0.8%	7.6	10.5%	12.3%	i
12	Cc1ccc(CN(C)C(=O)c2cc(COc3cccc(C(F)(F)F)c3)on2)o1	0.3%	7.2%	13.3%	-27.9%	0.0%	u	-0.9%	-67.7%	i
13	CC(=O)Nc1ccc(S(=O)(=O)NCC(C)NS(=O)(=O)c2ccc(NC(C)=O)cc2)cc1 (configuration not stated)	17.5%	-7.5%	-0.4%	14.2%	6.8%	-1.8	16.9%	4.8%	u
14	CCc1noc(C)c1C(=O)N(CC)CC(=O)Nc1cc(Cl)ccc1C	-4.4%	u	13.9%	1.8%	-5.0%	46.6	0.6%	5.1%	i
15	COc1ccc(Cl)cc1NS(=O)(=O)c1cc(Cl)ccc1OC	-12.0%	-6.2%	-3.7%	-16.9%	-3.7%	2.5	-9.8%	0.6%	i
16	O=C(NCc1ccccc1)c1cc(-n2cnnc2)ccc1Cl	10.4%	-1.3%	-2.6%	5.2%	3.0%	11.0	12.5%	42.5%	i
17	COc1cc(OC)cc(-c2c(-c3cccs3)c3cc(-c4cnc(N)nc4)ccc3n2C)c1	u	u	23.1µM*	-36.8%	u	-3.9	u	-47.8%	u
18	O=C(CN1CCNCC1)Nc1ccccc1Cl	-3.6%	-16.0%	6.6%	-6.8%	-1.3%	-13.9	-5.1%	-4.5%	i
19	Cc1cccc(C)c1N=C1NN=C(c2ccccc2F)CS1	-3.6%	x	6.0%	0.8%	u	0.0	-8.6%	-56.0%	i
20	CN(C)S(=O)(=O)N(CC(=O)N1CCOCC1)c1ccccc1	-1.2%	-0.5%	-6.6%	7.2%	-4.4%	-0.5	6.6%	-4.0%	i
21	O=C(NCCCn1ccnc1)c1cccc(S(=O)(=O)Nc2ccccc2F)c1	-11.9%	-2.4%	-9.3%	-6.0%	6.7%	19.2	8.1%	3.4%	i
22	Cc1ccc(S(=O)(=O)N2CCCC2C(=O)OCc2ccccc2)cc1 (configuration not stated)	17.9%	1.0%	-0.4%	0.7%	8.3%	11.6	12.7%	3.7%	i
23	CCN(C(=O)COC(=O)COc1ccc2c(C)cc(=O)oc2c1)C1CCS(=O)(=O)C1 (configuration not stated)	10.6%	-8.8%	1.9%	-22.5%	-9.4%	-0.9	7.4%	-16.2%	i
24	CC(=O)c1c(C)[nH]c(C(=O)Nc2cccc(C)c2C)c1C	13.5%	-5.5%	-9.8%	11.9%	18.6%	66.6	5.4%	-9.9%	i
25	CC1CCN(C(=O)c2scc3c2OCCO3)CC1	4.7%	-5.7%	17.5%	2.1%	-1.8%	5.4	5.2%	-0.7%	i
26	Cc1ccc(NNc2c(C)nc3ccccc3nc2=O)cc1	-9.8%	4.2%	u	3.0%	-17.0%	u	-0.9%	8.3%	i
27	CCOc1ccc(CC(=O)NNC(=S)NC2CCCCC2)cc1OCC	-2.0%	-1.8%	u	-7.6%	-3.6%	3.4	-1.1%	-9.9%	i
28	CCOC(=O)CSC1=C(C#N)C(=O)NC(c2ccc(OC)cc2)S1 (configuration not stated)	17.3%	0.6%	9.9%	-0.2%	14.2%	-20.9	13.4%	3.3%	i
29	COc1ccc(CCn2nnc(-c3ccc(NC(C)=O)c(Cl)c3)n2)cc1	1.5%	-1.9%	0.5%	-4.9%	8.4%	17.1	0.8%	-5.2%	i
30	CCOC(=O)c1c(NC(=O)c2cc(C(C)C)on2)sc(C(C)=O)c1C	3.3%	-7.7%	-0.8%	-10.0%	-1.3%	51.6	4.5%	-6.7%&-15.9%	u
31	CCC(=O)N1CCc2cc(S(=O)(=O)NCCC(=O)NCc3ccc(OC)cc3)ccc21	x	x	x	-11.1%	-7.2%	x	x	-11.9%	i
32	CCc1ccc(NS(=O)(=O)c2c(C(=O)N3CCOCC3)c(C)n(C)c2C)cc1	11.0%	3.8%	0.4%	-1.4%	14.3%	10.6	5.3%	-31.2%	i
33	O=C(O)c1ccc(/C=C/c2ccc3cccc(O)c3n2)cc1	-10.4%	8.7%	u	61.6%[activator]	0.0%	11.5	-24.3%	-4.4%	i
34	CC(=O)N1c2ccc(S(=O)(=O)Nc3ccc(C)c(Cl)c3)cc2CC1C (configuration not stated)	x	x	x	-19.4%	0.0%	x	x	-12.8%	i
35	CCN1CCN(C2=NC(=O)/C(=C/c3ccc(C)o3)S2)CC1	2.4%	-2.9%	-5.8%	-0.3%	3.8%	-10.4	1.7%	-13.0%	i
36	CCOCCCNC(=O)c1cc(Sc2ccc(F)cc2)nc2ccccc12	-2.3%	0.6%	u	1.2%	-9.6%	5.2	-13.5%	-8.7%	i
37	COc1ccc(C)cc1Nc1nc(N)c2cc(OC)c(OC)cc2n1	u	u	u	u	-3.0%&2.2%	-92.4*	18.4µM*	-170.2%&-112.6%	u
38	CCn1cc(C(=O)NCc2ccccc2)c(=O)c2cc(S(=O)(=O)N3CCOCC3)ccc21	x	x	x	1.4%	22.4%	x	x	-6.4%	i
39	O=C1CN(C(=O)COC(=O)COc2ccc3c(c2)CCC3)c2ccccc2N1	-1.1%	-2.8%	20.8%	-11.0%	-2.9%	26.1	0.7%	-1.5%	i
40	CCN1C(=O)c2n[nH]c(C(=O)OC)c2C1=O	15.4%	1.6%	-1.2%	-14.9%	1.0%	0.0	10.2%	3.7%	i

# Copied from above: entries 33–35
no.	canonical_smiles	HT1080NT lethal	SW480 rereplic	MCF10A rerep	ATXN2 expr inh	KB-3-1 cytotox	IL1B secr inh	HT1080 IDH1KD tx	HepG2 tox	ATXN viability
33	O=C(O)c1ccc(/C=C/c2ccc3cccc(O)c3n2)cc1	-10.4%	8.7%	u	61.6%[activator]	0.0%	11.5	-24.3%	-4.4%	i
34	CC(=O)N1c2ccc(S(=O)(=O)Nc3ccc(C)c(Cl)c3)cc2CC1C (configuration not stated)	x	x	x	-19.4%	0.0%	x	x	-12.8%	i
35	CCN1CCN(C2=NC(=O)/C(=C/c3ccc(C)o3)S2)CC1	2.4%	-2.9%	-5.8%	-0.3%	3.8%	-10.4	1.7%	-13.0%	i

# Next section:
no.	canonical_smiles	HT1080NT lethal	SW480 rereplic	MCF10A rerep	ATXN2 expr inh	KB-3-1 cytotox	IL1B secr inh	HT1080 IDH1KD tx	HepG2 tox	ATXN viability
41	Cc1cc(C)c(C(=O)c2ccc(C(=O)NC(C)(C)C)cc2)c(C)c1	3.8%	-3.5%	-12.8%	-1.5%	1.2%	-14.6	-3.8%	-11.6%	i
42	Cc1c(OCC(=O)OC(C)C)ccc2c3c(c(=O)oc12)CCC3	11.6%	-3.2%[9.22 µM]	-11.8%	6.4%	1.2%	-9.7	2.0%	5.7%	i
43	Cc1[nH]c2ccccc2c1C1(O)C(=O)N(C(C)C)c2ccccc21 (configuration not stated)	-0.7%	-27.8%	0.8%	x	0.1%	32.8	0.2%	-3.3%	x
44	CCS(=O)(=O)c1ccc2c(c1)N(S(C)(=O)=O)CC(C(=O)NC1CC1)O2 (configuration not stated)	12.7%	-7.2%	15.8%	-17.7%	-3.9%	-27.9	-0.6%	4.6%	i
45	CCOC(=O)N1CCc2c(sc3c2c(=O)n(Cc2ccccc2)c(=O)n3Cc2cccc(C)c2)C1	-3.6%	4.5%	10.9%	-20.5%	-18.1%	-18.7	-14.9%	-4.4%&-48.7%	i
46	COc1cc(NC(=O)C2CCCN(S(=O)(=O)c3cnc[nH]3)C2)cc(OC)c1 (configuration not stated)	0.0%	0.3%	0.9%	-6.1%	3.7%	-6.0	1.0%	12.4%	i
